# PI5P4K alpha inh – inhibitors of human PI5P4K alpha; AID 652105; 1.2% of 330,000 active; max response, %; PI5P4Kalpha enzyme, ADP-Glo luminescence, 60 min; hits give low values; active means max response of -50% or lower; inconclusive means between -30% and -50%; inactive means -30% or higher; further: value at the top dose of about 77 µM; on the % scale 0 is the no-effect control and ±100 the full control effect
#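 ADP-Glo luminescence end-point after a 60 min room-temperature kinase reaction. PI5P4Kalpha and substrate in HEPES pH 7.4 buffer with EGTA, 0.1% CHAPS and 5% DMSO; ATP at 5 microM final.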
# EPAC2 agonist – EPAC2 (human) agonism | AID 720711 | Potency, µM (titrated, usually from 154 µM), inactives show top-dose activation, usual class: activators | 0.079% of 360,000 active | Q8WZA2 | EPAC2 activation, biochemical qHTS; response scale: 100% = 6.5 mM cAMP response; further: potency means the concentration at half of the fitted maximal effect; nearly all actives have a fitted effect of over 50% in size
#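 Guanine nucleotide exchange by EPAC2 is measured as reduced fluorescence of BODIPY-GDP once it is released from 250 nM Rap1B. Plates are read kinetically for 30 min at room temperature; results are scaled to 6.5 mM cAMP.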
# EPAC1 antag – blocks human EPAC1 exchange factor | O95398 | EPAC1 GEF assay, Rap1b-BODIPY-GDP exchange fluorescence | Potency, µM (titrated, usually from 115 µM), for inactives: at the top dose activity change, negative = inhibition, hits mostly inhibitors | 0.14% of 360,000 active | AID 720709;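 further: potency means the concentration at half of the fitted maximal effect; plate controls were vehicle for no effect and positive control for full effect; nearly all actives have a fitted effect of over 50% in size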
# PLK1 PBD block – PLK1 (human) polo-box domain binding inhibition; Plk1 PBD binding of FITC phosphopeptide, fluorescence polarization; Potency, µM, for the others: max response, negative = inhibition, actives largely listed as inhibitors; 2.8% of 360,000 active; AID 720504; further: potency means the concentration at half of the fitted maximal effect; series mostly up to about 57 µM; on the % scale 0 is the no-effect control and ±100 the full control effect; nearly all actives have a fitted effect of over 65% in size
# IL2 activator – activators of IL-2. IL-2 activation reporter assay, cell-based qHTS; stimulated with anti-CD3/CD4/CD28 beads; in transgenic mouse T cells. activation, % (series mostly up to about 46 µM). 0.065% of 360,000 active; in the data active means activation above about 50%; inconclusive means mostly about 30% to 49%; further: 0% is about no effect
#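 First, unstimulated transgenic mouse T cells were exposed to compound for 60 min. Next, anti-CD3/anti-CD4-coated beads with anti-CD28 were added. Finally, after 18 h at 37 degrees C, EGFP and DsRed were imaged.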
# CCT modulator – modulators of cytosolic chaperonin (CCT/TRiC) activity; activity change, % (test concentration not listed), hits read low; 0.3% of 360,000 active; purified chaperonin ATPase assay, HTRF ADP detection, 30 min; in the data active means activity change below about -30%; further: on the % scale 0 is the no-effect control and ±100 the full control effect
#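 TRiC at 40 or 20 nM final (batch-dependent) in 30 mM Tris pH 7.4, 100 mM KCl, 5 mM MgCl2, 1 mM DTT, with compound at single 76 uM and 10 uM ATP, 30 min at 37 deg C. ADP detected by HTRF Transcreener, 665/615 ratio.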
# WRN helicase inh – WRN helicase (human) inhibition; 0.46% of 360,000 active; WRN helicase unwinding, fluorescent forked duplex, kinetic; Potency, µM (titrated, usually from 114 µM), without a hit: top-dose activity change, negative = inhibition, usual class: inhibitors; Q14191; further: potency means the concentration at half of the fitted maximal effect; on the % scale 0 is the no-effect control and ±100 the full control effect; nearly all actives have a fitted effect of over 55% in size
#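 Enzyme (20 nM final) and test compound sit together 15 min at room temperature before substrate addition. Substrate is a single-forked duplex oligonucleotide (100 nM) labelled with fluorophore and quencher, with 2 mM ATP; helicase unwinding raises red fluorescence, read kinetically.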
# EPAC1 agonist – agonists of human EPAC1; Potency, µM (top dose mostly 154 µM), inactives show top-dose activation, hits mostly activators; O95398; AID 720707; EPAC1 agonist qHTS, biochemical assay; response scale: 100% = response to 6.5 mM cAMP; 0.073% of 360,000 active; further: potency means the concentration at half of the fitted maximal effect; nearly all actives have a fitted effect of over 60% in size
#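 Read-out is the fluorescence drop as BODIPY-GDP leaves Rap1B (480 nm excitation, 540 nm emission), recorded every 5 minutes over 30 minutes. Reactions held 100 nM EPAC1, 250 nM Rap1B–BODIPY-GDP and 50 uM GDP, with 6.5 mM cAMP setting full activation.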
# * marks the source's active call; other numbers are inactive results; ? = inconclusive; . = no result given; [ ] = remark or other dose. Unless noted, the call rests on the fitted dose curve; in most records, active means well fitted curve in the direction sought with a large enough effect; inconclusive means small, poorly fitted or top-dose-only effect, or another doubt; inactive means no such curve, though single readings can be large; an effect the other way counts as inactive or inconclusive. Not all compounds are listed. The share of hits here may be higher or lower than overall.
SMILES,PI5P4K alpha inh,EPAC2 agonist,EPAC1 antag,PLK1 PBD block,IL2 activator,CCT modulator,WRN helicase inh,EPAC1 agonist
CCN(CC(=O)Nc1ccccc1C(F)(F)F)C(=O)c1oc2c(Cl)cccc2c1C,11,-8%,-19%,-6%,-0.2,-0.7,-3%,-14%
CCC1=NN(C(=O)c2ccc([N+](=O)[O-])cc2)C(O)(c2ccccc2)C1 (stereo unspecified),-6,0%,-6%,-12%,-2.9,-4.8,7%,4%
CC(C)(C)OC(=O)NCc1ccc(CNC(=O)c2nc[nH]c2C(=O)N2CCN(c3ccccc3)CC2)cc1,0,13%,-12%,-3%,-0.6,-3.1,2%,-2%
Cc1cc(C)c2c(CN3CCCCCCC3)cc(=O)oc2c1,-13,4%,-2%,-15%,0.2,-0.3,3%,-1%
COc1cc(/C=N/Nc2ccccc2)ccc1OC(=O)c1cccs1,5,-7%,1%,4%,2.3,-0.1,-6%[57.1 µM],-5%
COc1ccc(NC2C=CS(=O)(=O)C2)cc1 (stereo unspecified),-1,-1%,3%,-19%,-1.6,0.5,8%,-6%
COc1cc(Cl)ccc1NC(=S)N(CCCN1CCOCC1)Cc1cn(C)c2ccccc12,0,11%,?,5.3µM*,-5.2,1.1,-22%,3%
NS(=O)(=O)c1ccc(NC(=S)Nc2nn(Cc3ccc(Cl)cc3Cl)cc2Cl)cc1,-10,18%,3%,-1%,0.0,0.1,-18%,18%
O=C(OCCN=C1NS(=O)(=O)c2ccccc21)c1ccco1,0,6%,-14%,1%,0.0,1.2,-1%,5%
Cc1cc2[nH]c(=O)c(=O)[nH]c2cc1S(=O)(=O)Nc1ccccc1F,6,-4%,-9%,0%,-0.3,0.6,-10%,-23%
CCCCCCn1cnc2c(oc3nc4c(cc32)CCCC4)c1=O,7,-8%,-9%,-16%,-0.5,0.7,-11%,6%
Cc1cc(NC(=O)C(C)C)ncc1NC(=O)CCc1ccccc1,4,6%,-7%,0%,-0.7,-1.2,-6%,4%
COc1ccc(-c2noc(CCC(=O)NC3CCCCC3)n2)cc1OC,-2,-3%,-2%,-4%,-2.9,-1.9,-4%,-13%
COc1ccc(C)cc1S(=O)(=O)NCC(c1ccc2c(c1)OCO2)N1CCOCC1 (stereo unspecified),4,0%,0%,-6%,0.5,-1.4,-16%,-7%
CC(C)OC(=O)c1ccc(COC(=O)CNC(=O)c2ccco2)cc1,-3,15%,1%,-6%,-0.7,-2.4,0%,6%
COc1ccccc1-c1nnc(SCC(=O)NCc2cccs2)n1N,-2,-2%,8%,-12%,0.7,0.2,3%,5%
CC(=O)Oc1ccc2ccccc2c1C(NC(=O)Cc1ccccc1)c1ccccc1 (stereo unspecified),.,26%,-21%,-7%,-2.7,-1.6,-14%,22%
Cc1c(C)n(Cc2ccccc2)c2ncnc(Cl)c12,6,25%,-5%,-9%,-3.4,-4.2,-1%,15%
Cc1cc(C(=O)NC2CCCN(Cc3ccc(Cl)cc3)C2)no1 (stereo unspecified),0,5%,16%,-7%,-4.6,2.0,-9%,4%
Cc1c(CN(C)C(=O)C2CCC(=O)N(Cc3ccccc3F)C2)[nH]c2ccccc12 (stereo unspecified),1,-3%,-10%,2%,-0.7,0.9,8%,-5%
CC(O)(c1cccs1)C(C(=O)O)c1ccccc1 (stereo unspecified),3,6%,10%,-4%,-2.5,-3.7,-4%,9%
Cc1c(C(=O)NCCCc2ccccc2)cccc1[N+](=O)[O-],3,1%,-2%,0%,-3.1,-3.3,-5%,-4%
O=C(COC(=O)COc1ccccc1)Nc1ccc(Br)cc1F,7,9%,3%,2%,-0.1,12,-26%,-3%
CN1CCN(C(=O)/C(C#N)=C/c2ccc(F)cc2)CC1,2,-3%,1%,-17%,0.1,3.4,-10%,7%
COc1cc2oc(=O)ccc2cc1[C@H](O)[C@@H](O)C(C)(C)O,0,10%,-2%,-3%,-0.1,-1.2,-4%,8%
CCCCN1C[C@H](CSC)[C@@H](CC(=O)NC)C1=O,-11,3%,13%,-6%,-0.8,-0.7,19%,8%
CSc1ccccc1OCc1cc(C(=O)N[C@H]2CCCCNC2=O)no1,-2,6%,5%,-3%,-2.8,-0.3,-27%,2%
OCCN(Cc1ccccc1)C(=S)Nc1ccc(F)cc1,-1,1%,4%,4%,0.1,0.8,-10%,-2%
C1CCN(Cc2nnnn2C2CCCC2)CC1,.,-2%,4%,-12%,-0.5,-1.1,-2%,8%
CCOC(=O)N1CCN(c2nc(-c3ccc(OC)cc3)no2)CC1,.,9%,0%,-5%,2.6,-3.1,3%,11%
Cc1cccc(CNc2ncnc3ccc(-c4cccnc4)cc23)c1,.,7%,6%,.,-0.3,.,.,-13%
CCC(C)(C)NC(=O)C(c1ccc(C)cc1)N(Cc1ccco1)C(=O)Cn1nnc2ccccc21 (stereo unspecified),2,-10%,4%,-10%,0.4,-1.3,-2%,-2%
COc1ccc2cc1Oc1ccc(cc1)C[C@H]1c3cc(c(OC)cc3CCN1C)Oc1c(OC)c(OC)cc3c1[C@@H](C2)N(C)CC3,-9,6%,1%,-1%,0.2,-2.5,17%,-20%
CC(=O)c1ccc(OCCCC(=O)NCc2nnc3ccccn23)cc1,1,4%,2%,6%,0.5,0.3,8%,2%
CC(=O)c1ccc(N2CCN(C(=O)/C=C/c3ccc4ccccc4n3)CC2)cc1,4,?,-19%,-15%,-0.3,-0.9,4%,7%
Cc1ccc2[nH]c(=O)c(CN(Cc3ccccc3)Cc3nnnn3C3CCCC3)cc2c1,.,4%,-19%,-9%,-1.8,-1.7,-8%,15%
COc1cc(NC(=O)C2CCC(CNS(=O)(=O)c3csc(C(N)=O)c3)CC2)cc(OC)c1 (stereo unspecified),-7,18%,-4%,-7%,1.5,-2.4,-2%,0%
Cc1cc(C)c(NC(=O)CSc2nnc(CNC(=O)c3ccco3)o2)c(C)c1,0,7%,?,-12%,-0.8,-3.5,0%,5%
O=C(N1CCN(c2ccccn2)CC1)N1c2ccccc2Sc2ccccc21,.,0%,9%,-4%,-2.6,-0.8,-9%,11%
COc1ccc(NS(=O)(=O)c2cccc(NC(=O)COc3ccccc3[N+](=O)[O-])c2)cc1,3,-9%,?,-2%,-1.1,1.0,10%,-30%
Cc1ccc(-c2noc(CNc3ccccc3)n2)cc1,.,17%,-4%,1%,-1.2,1.4,4%,14%
O=C(c1c[nH]c2ccccc2c1=O)N1CCCCCC1,-6,15%,3%,-12%,0.6,-1.5,-2%,5%
CC[N+](CC)(CC)CCCCOc1ccc2c(c1)C(=O)c1cc(OCCCC[N+](CC)(CC)CC)ccc1-2,2,3%,-13%,-3%,-0.5,0.2,50µM*,-2%
COc1cc(C(=O)N(Cc2cccnc2)Cc2cc3cc4c(cc3[nH]c2=O)OCCO4)cc(OC)c1OC,.,5%,-1%,-1%,0.6,2.8,-15%,1%
CC1=CC2=NC(=O)CC(C)(C(=O)N(CC(=O)NC3CCCC3)c3ccccc3F)N2C=C1 (stereo unspecified),1,4%,-10%,18%,1.8,-0.6,-5%,3%
O=C(Nc1ccc2cn[nH]c2c1)c1ccc(S(=O)(=O)N2CCOCC2)cc1,3,11%,-5%,2%,-0.6,-1.1,10%,16%
COc1ccc(CCN(/C=C2\Sc3ccccc3C2=O)C(C)=O)cc1OC,-4,-1%,-12%,?,-0.5,-0.9,?,-5%
CCOC(=O)c1ccc(Cl)c(NC(=O)c2ccc(-c3ccccc3)cc2)c1,.,7%,-1%,-3%,1.0,2.0,31%,12%
O=C(N/N=C/c1ccc(O)cc1)c1cc(-c2ccccc2)nc2ccccc12,-5,3%,-1%,-2%,-1.7,-0.3,-10%,7%
CC(C)c1ccc(NC(=O)CSc2n[nH]c(=O)n2-c2cccnc2)cc1,-8,-3%,-27%,-8%,-4.0,-1.3,-4%,-1%
CC(C)Oc1ccc(C(=O)OCC(=O)NCCNC(=O)COC(=O)c2ccc(OC(C)C)cc2)cc1,7,-14%,11%,-3%,-3.3,-2.5,0%,-17%
COc1ccc(C(=O)NNC(=O)CN2CCC(n3nnc4cc(C)ccc43)CC2)cc1,1,-6%,-2%,5%,-5.1,-12,-3%,-7%
COCCn1c(-c2ccccc2)csc1=Nc1cccnc1,9,13%,-3%,-11%,-0.3,-0.2,-2%,1%
Cc1ccc(C)c(-n2ccnc2SCC(=O)O)c1,-6,7%,7%,0%,0.6,2.3,20%,-2%
Cn1nccc1C(=O)Nc1cccc(C(F)(F)F)c1,9,-5%,-7%,0%,1.7,1.1,-9%,0%
C/C(=N\NC(=O)C(C)n1nc(C)c([N+](=O)[O-])c1C)c1ccccc1O (stereo unspecified),-1,8%,-1%,-20%,-5.1,-3.7,0%,4%
COc1cc(CN2CCNC(=O)C2CC(=O)NCCc2ncccc2C)cc(OC)c1 (stereo unspecified),2,5%,-8%,-5%,-0.6,1.1,1%,-4%
O=C([C@H](Cc1ccccc1)NS(=O)(=O)c1ccc(Cl)cc1)N1CC[C@@]2(O)CCCC[C@H]2C1,0,1%,-1%,1%,-0.8,-6.0,-7%,-10%
Cc1cc(C)c(C(=O)C(C)OC(=O)c2ccc(Cl)nc2)cc1C (stereo unspecified),2,4%,-9%,-5%,-0.7,1.7,-6%,15%
CS(=O)(=O)N(Cc1ccc(C(=O)NCc2ccco2)cc1)c1ccccc1,2,5%,8%,-7%,0.2,-1.4,-6%,-2%

# Rewritten field by field: entries from further up.
> COc1ccc(CCN(/C=C2\Sc3ccccc3C2=O)C(C)=O)cc1OC
  PI5P4K alpha inh: -4
  EPAC2 agonist: -1%
  EPAC1 antag: -12%
  PLK1 PBD block: ?
  IL2 activator: -0.5
  CCT modulator: -0.9
  WRN helicase inh: ?
  EPAC1 agonist: -5%
> CCOC(=O)c1ccc(Cl)c(NC(=O)c2ccc(-c3ccccc3)cc2)c1
  PI5P4K alpha inh: .
  EPAC2 agonist: 7%
  EPAC1 antag: -1%
  PLK1 PBD block: -3%
  IL2 activator: 1.0
  CCT modulator: 2.0
  WRN helicase inh: 31%
  EPAC1 agonist: 12%
> O=C(N/N=C/c1ccc(O)cc1)c1cc(-c2ccccc2)nc2ccccc12
  PI5P4K alpha inh: -5
  EPAC2 agonist: 3%
  EPAC1 antag: -1%
  PLK1 PBD block: -2%
  IL2 activator: -1.7
  CCT modulator: -0.3
  WRN helicase inh: -10%
  EPAC1 agonist: 7%
> CC(C)c1ccc(NC(=O)CSc2n[nH]c(=O)n2-c2cccnc2)cc1
  PI5P4K alpha inh: -8
  EPAC2 agonist: -3%
  EPAC1 antag: -27%
  PLK1 PBD block: -8%
  IL2 activator: -4.0
  CCT modulator: -1.3
  WRN helicase inh: -4%
  EPAC1 agonist: -1%

# Source: PubChem
